High-throughput results deposited in PubChem by Broad Institute.
PAX8 inh HTS: PAX8 transcriptional activity inhibition. inhibition, % at 12.6 µM. AID 652154. 360,000 compounds, 1.2% hits. RMG-I TPO-luciferase reporter, SteadyGlo, 24 h;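 active means mean replicate inhibition at least 60% with every replicate also reaching 60%; inconclusive means only one of the two criteria is met; inactive means mean below 60% and not all replicates reaching 60%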;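 further: luciferase light reporting Pax8 driven TPO promoter activity; plate controls were median of neutral control wells for no effect and mitoxantrone controls for full effect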
LGR2 antag: Drosophila LGR2 receptor signaling inhibition; AID 720647; inhibition, % at 9.99 µM; 380,000 compounds, 0.35% hits; HEK293 LGR2, CRE-luciferase, bursicon-stimulated, 4 h;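 active means drop in luminescence signal, shown as inhibition above about 50% in the replicate tests, limit read from the data, passing the limit was not always enough; inconclusive means probably only some replicates passing the limit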;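 further: agonist challenge used bursicon conditioned medium at about half maximal strength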
SIRT5 inh: sirtuin-5 (human) deacylase inhibition; Q9NXA8; Purified SirT5, succinyl-peptide AMC, trypsin-coupled fluorescence; inhibition, % at 15 µM; 330,000 compounds, 1.1% hits; in the data active means inhibition above about 15%; inconclusive means no clear call, values can overlap the other calls
Target sequence (Q9NXA8 whole entry, looked up): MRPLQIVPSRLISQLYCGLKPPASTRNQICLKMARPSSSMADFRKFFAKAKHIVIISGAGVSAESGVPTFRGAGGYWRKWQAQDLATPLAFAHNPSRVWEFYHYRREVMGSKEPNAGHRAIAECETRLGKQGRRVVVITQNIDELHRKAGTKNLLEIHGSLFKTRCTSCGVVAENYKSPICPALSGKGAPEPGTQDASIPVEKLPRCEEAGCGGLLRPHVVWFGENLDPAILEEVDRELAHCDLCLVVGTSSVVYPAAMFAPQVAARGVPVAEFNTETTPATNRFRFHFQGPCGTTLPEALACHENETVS
DENV2 CPE rescue: inhibitors of DENV2 cytopathic effect. AID 651640. DENV2-infected cells, cytopathic effect rescue, plate reader. CPE inhibition, % at 9.99 µM. 350,000 compounds, 1.7% hits; in the data active means CPE inhibition above about 20%, passing the limit was not always enough; inconclusive means no clear call, values can overlap the other calls; tested in BHK-21 cells;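 further: 0% = median of neutral control wells and 100% = median of positive control wells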
CASP6 VEID inh: caspase-6 (human) enzyme inhibition; P55212; purified caspase-6, Z-VEID-R110 cleavage fluorescence; inhibition, % at 12.5 µM; 350,000 compounds, 0.53% hits; AID 686996;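 active means mean inhibition across replicates at least about 35%, with every replicate also reaching that limit, limit read from the data; inconclusive means only one of the two criteria met; inactive means neither criterion met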;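 further: 0% = median of neutral control wells and 100% = no fluorescence left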
Target sequence (P55212 24-179 limits assumed): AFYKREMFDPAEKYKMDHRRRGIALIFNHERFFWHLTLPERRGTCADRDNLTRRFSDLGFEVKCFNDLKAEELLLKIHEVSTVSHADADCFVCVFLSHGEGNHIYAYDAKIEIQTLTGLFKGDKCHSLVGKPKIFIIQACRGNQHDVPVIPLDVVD
Target sequence (P55212 194-293 limits assumed): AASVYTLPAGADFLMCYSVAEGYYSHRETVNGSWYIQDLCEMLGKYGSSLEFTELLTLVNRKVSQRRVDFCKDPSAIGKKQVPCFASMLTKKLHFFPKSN
ARNT TACC3 PPI: ARNT/TACC3 interaction disruption; Q9Y6A5; AlphaScreen His-ARNT PAS-B/GST-TACC3 binding, luminescence; TACC3 fragment carries E629A point mutation; inhibition, % at 9.99 µM; 390,000 compounds, 0.66% hits;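 active means mean inhibition of replicates at least 50% and at least half of replicates each reaching 50%; inconclusive means half or more replicates reach 50% but mean below 50%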;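 further: 0% = complete ARNT plus TACC3 wells and 100% = ARNT alone without TACC3; many hits fall short of the cut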
EWS-Fli inh: EWS/Fli transcriptional activity inhibition | A673 NR0B1-luciferase reporter, viability-normalised | inhibition, % at 12.6 µM | 350,000 compounds, 0.67% hits | AID 651661;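 active means mean inhibition of at least 50% after viability correction, with every replicate also passing that limit; inconclusive means mean reaches 50% but only one of two replicates passes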;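 further: firefly luciferase signal divided by Alamar Blue viability fluorescence both relative to DMSO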
Numbers without * were called inactive; ? = inconclusive; . = no result given.

SMILES | PAX8 inh HTS | LGR2 antag | SIRT5 inh | DENV2 CPE rescue | CASP6 VEID inh | ARNT TACC3 PPI | EWS-Fli inh
CCc1cccc(NC(=O)CNC(=O)N2CC(=O)Nc3ccccc32)c1 | -0.4 | 10.0 | -10.6 | 16.2 | 1.1 | -4.3 | .
CC(C)CCNc1nc(N)c([N+](=O)[O-])c(NCCO)n1 | 14.0 | -0.1 | 1.3 | -4.2 | -2.1 | 4.9 | -9.5
C/C=C/c1cnc2c(c1)C(=O)N([C@@H](C)CO)C[C@H](C)[C@@H](CN(C)CC1CCOCC1)O2 | -13.1 | -2.6 | 1.1 | -3.8 | 5.1 | -13.2 | -4.8
CC1(C)CC2CC(C)(CN2C(=O)C23CCC(C)(C(=O)C2)C3(C)C)C1 (configuration not stated) | -12.9 | -0.5 | . | . | . | -12.7 | .
Cc1[nH]ccc(=O)c1OC1OC(CO)C(O)C(O)C1O (configuration not stated) | -27.3 | -1.0 | . | -10.6 | 0.1 | -8.3 | 0.7
O=C(NC[C@H]1CC[C@@H]2[C@@H](CN2C(=O)Cc2ccncc2)O1)C1CCOCC1 | -3.8 | . | -3.3 | -5.6 | 1.9 | . | 2.5
CSCCC(C(=O)NC1CCCC1)n1c(-c2ccccn2)nc2ccccc21 (configuration not stated) | 15.6 | 2.2 | -2.2 | -10.2 | 0.0 | . | 1.6
CCOc1ccc(-c2nc(C#N)c(N3CCN(C)CC3)o2)cc1 | . | -10.7 | -7.0 | 0.6 | 0.3 | 0.6 | 4.8
Cc1[nH]n(-c2ccccc2)c(=O)c1C(C[N+](=O)[O-])c1ccc(F)cc1 (configuration not stated) | 11.4 | -0.6 | . | . | . | 22.8 | .
COc1ccc(NC(=O)/C(C#N)=C\c2ccc(-c3cccc(C(=O)O)c3C)o2)cc1 | -32.3 | -15.9 | 4.1 | 4.5 | 12.4 | -1.2 | -9.9

Quoted from the listing:
Cc1[nH]n(-c2ccccc2)c(=O)c1C(C[N+](=O)[O-])c1ccc(F)cc1 (configuration not stated) @ ARNT TACC3 PPI: 22.8
Cc1[nH]ccc(=O)c1OC1OC(CO)C(O)C(O)C1O (configuration not stated) @ PAX8 inh HTS: -27.3

(further entries)
SMILES | PAX8 inh HTS | LGR2 antag | SIRT5 inh | DENV2 CPE rescue | CASP6 VEID inh | ARNT TACC3 PPI | EWS-Fli inh
COc1ccc(-n2c(=O)[nH]c3cc(C(=O)NCCc4ccc(OC)c(OC)c4)ccc3c2=O)c(OC)c1 | 12.2 | 1.7 | -4.0 | -1.2 | -1.3 | 7.9 | 2.7
CN1C(=O)N(CC(=O)N2CCN(S(=O)(=O)c3ccc4c(c3)CCC4)CC2)C(=O)C12CCCCC2 | -9.7 | 4.7 | 0.9 | -10.5 | 3.4 | -4.5 | 6.5
O=S1(=O)CCC(n2ncc3c2/C(=C/c2ccccc2)CC3)C1 (configuration not stated) | 20.9 | -19.4 | 0.1 | -3.3 | 0.3 | -13.3 | 4.4
CC(C)c1ccc(OC(=O)c2ccc3c(=O)n4c(nc3c2)CCC4)cc1 | -16.1 | -13.7 | 3.4 | -2.7 | 25.3 | -3.9 | 1.0
O=C(Cc1ccccc1)N1CC(=O)N2[C@H](C1)[C@@H](c1ccc(C#CCc3ccccc3)cc1)[C@@H]2CO | . | 10.1 | 1.4 | -6.0 | . | . | 4.1
CCCNC(=O)Nc1ccc2c(c1)OC[C@@H](C)N(Cc1ccccn1)C[C@H](C)[C@H](OC)CN(C)C2=O | 16.3 | -0.3 | 1.1 | -2.5 | 2.9 | 29.0 | 49.3
COc1ccc2[nH]c3c(c2c1)CCN1C(=O)N([C@@H](C)C(=O)NC2CC2)C(=O)[C@]31C | . | -5.3 | . | 14.5 | -0.1 | 2.0 | -9.8
CCOc1cccc(C2/C(=C(/O)c3ccc4c(c3)CC(C)O4)C(=O)C(=O)N2Cc2ccncc2)c1 (configuration not stated) | -14.7 | -4.5 | 3.7 | 10.5 | 2.4 | -7.5 | 3.1
C#Cc1ccc([C@@H]2C=C(C(=O)NC3CC3)O[C@H](OCC)[C@H]2CCCO)cc1 | -13.0 | 3.4 | 0.5 | -6.6 | -2.4 | -1.5 | -1.5
C[C@@H]1CCCCO[C@H](CN(C)S(C)(=O)=O)[C@@H](C)CN([C@@H](C)CO)C(=O)c2cc(NC(=O)Nc3ccc4c(c3)OCO4)ccc2O1 | . | -5.9 | 2.1 | 7.5 | -3.4 | 3.1 | -5.1
Nc1cc(=O)[nH]c(SCC(=O)Nc2cc(S(=O)(=O)N3CCCCC3)ccc2Cl)n1 | -0.7 | 9.6 | -0.8 | 16.6 | 4.7 | -17.3 | 6.2
COc1ccc(N(CC(=O)Nc2ccc(F)c(F)c2)S(=O)(=O)c2c(C)[nH]c(=O)[nH]c2=O)cc1 | -11.3 | -6.3 | 1.4 | 3.7 | -2.9 | 3.2 | 5.3
O=C(NNC(=O)c1ccc(NC(=O)c2ccccc2)cc1)c1ccc(F)cc1 | 11.2 | 3.2 | -0.3 | -6.7 | 0.2 | -9.8 | .
CC(Nc1ncnc2sccc12)c1ccccc1 (configuration not stated) | 25.0 | -4.7 | -3.8 | -9.5 | 3.4 | -8.2 | 41.0
C[C@@H]1CN([C@H](C)CO)C(=O)c2cc(NS(=O)(=O)c3ccc(F)cc3)ccc2O[C@@H](C)CCCCO[C@@H]1CN(C)Cc1ccccc1 | 106.1* | 24.5 | 12.3 | 3.7 | 0.1 | 5.2 | 29.2
Cc1cc(C)c(C)c(OCC(O)CN2CCN(c3ccccn3)CC2)c1 (configuration not stated) | -4.8 | -0.8 | 1.4 | 4.8 | -1.3 | 2.8 | 5.4
COc1cc(=O)n(C)c2ccccc12 | . | 0.8 | 0.5 | 5.8 | 0.7 | -3.6 | 5.0
CCOc1ccc(NC(=O)CC2C(=O)N(c3ccc(OC)c(Cl)c3)C(=S)N2C2CC2)cc1 (configuration not stated) | 3.9 | -1.5 | -2.5 | 5.7 | 0.9 | . | 9.2
Cc1cc(C)n(CCc2nc(-c3ccco3)cs2)n1 | . | 1.5 | 7.5 | 1.8 | 58.1* | -0.6 | -10.1
COc1ccc(C(=O)NCC(=O)N2CCC3(CC2)NCCc2[nH]cnc23)cc1 | -5.1 | -10.6 | -5.4 | 3.7 | -3.6 | 2.3 | -8.3
O=C(Cc1ccc(F)cc1)OCN1C(=O)c2ccccc2C1=O | -11.3 | -4.6 | -3.8 | -4.0 | -2.5 | -1.7 | -6.3
CCCCNC(=O)C[C@H]1C[C@@]2(C(=O)OC)C(=C[C@H](C(C)(C)C)O[C@@H]2C)N(CCC2=CCCCC2)C1=O | 7.4 | 5.0 | . | -7.7 | -7.9 | . | 9.5
CC(=O)Nc1ccc(S(=O)(=O)Nc2ccc(-c3ccc4nnc(C)n4n3)cc2)cc1 | -9.6 | 7.2 | -4.4 | 0.3 | 3.9 | . | 18.6
COc1ccc(CN2CC3(C2)CN(Cc2ccc4c(c2)OCO4)[C@H](CO)c2[nH]c4cc(OC)ccc4c23)cc1 | . | -3.4 | . | -25.4 | . | . | 16.3
N#C[C@H]1N[C@H](CO)[C@H]1c1ccc(-c2ccccc2F)cc1 | 0.0 | -21.8 | -3.3 | 11.2 | -1.3 | 0.7 | -13.9
Cc1ccc(C(=O)N2CCCC2(C)C(=O)NCC(C)C)cc1F (configuration not stated) | 2.7 | -4.5 | . | 3.7 | -0.5 | . | -6.4
CC(=O)c1ccc(S(=O)(=O)Nc2cccc(-n3cnnn3)c2)cc1 | -2.2 | -16.3 | 12.4 | 16.5 | 55.8* | . | .
CC(C)C#Cc1ccc([C@H]2[C@H]3CN(C(=O)c4ccc5c(c4)OCO5)CC(=O)N3[C@H]2CO)cc1 | . | -16.2 | -0.7 | ? | 1.8 | . | 2.2
CC(=O)Nc1ccc(NC(=O)c2cc(=O)c3cc(C)c(C)cc3o2)cc1 | -24.2 | 0.1 | -0.8 | -5.4 | -6.6 | -15.9 | -10.2
COc1ccccc1-c1ccc([C@@H]2[C@@H](CO)N3CCCCN(C(=O)CN4CCOCC4)C[C@@H]23)cc1 | -19.8 | -11.5 | -0.5 | -4.6 | -0.3 | 0.2 | -7.9

Sorted by molecular weight (descending): part of the list above.
SMILES | PAX8 inh HTS | LGR2 antag | SIRT5 inh | DENV2 CPE rescue | CASP6 VEID inh | ARNT TACC3 PPI | EWS-Fli inh
C[C@@H]1CCCCO[C@H](CN(C)S(C)(=O)=O)[C@@H](C)CN([C@@H](C)CO)C(=O)c2cc(NC(=O)Nc3ccc4c(c3)OCO4)ccc2O1 | . | -5.9 | 2.1 | 7.5 | -3.4 | 3.1 | -5.1
COc1ccc(NC(=O)/C(C#N)=C\c2ccc(-c3cccc(C(=O)O)c3C)o2)cc1 | -32.3 | -15.9 | 4.1 | 4.5 | 12.4 | -1.2 | -9.9
CC(=O)c1ccc(S(=O)(=O)Nc2cccc(-n3cnnn3)c2)cc1 | -2.2 | -16.3 | 12.4 | 16.5 | 55.8* | . | .

Next structures.
SMILES | PAX8 inh HTS | LGR2 antag | SIRT5 inh | DENV2 CPE rescue | CASP6 VEID inh | ARNT TACC3 PPI | EWS-Fli inh
COC(=O)Nc1ccc(S(=O)(=O)N2CCCCC2C(=O)O)cc1 (configuration not stated) | -1.4 | 8.9 | 0.1 | 6.2 | -3.2 | 2.6 | 2.7
CC(C)CC#Cc1cnc2c(c1)C(=O)N([C@@H](C)CO)C[C@@H](C)[C@@H](CN(C)C(=O)CCN1CCCCC1)O2 | . | -19.7 | -3.6 | 15.1 | -0.4 | -4.9 | -4.7
CCN(CC)CCCN(Cc1cc2cc3c(cc2[nH]c1=O)OCO3)C(=S)Nc1ccc(OC)cc1 | 8.8 | 3.2 | . | 3.5 | -1.5 | . | 7.4
CNC[C@@H]1Oc2ncc(C#Cc3ccncc3)cc2C(=O)N([C@H](C)CO)C[C@@H]1C | . | 3.6 | -3.3 | 9.3 | -2.7 | -1.4 | -9.7
COCCN(Cc1cc2cc(C)ccc2n2nnnc12)C(=S)Nc1ccccc1C | -4.0 | . | -0.5 | 4.7 | -1.4 | 5.5 | 11.3
CCC(=O)N(C)C[C@H]1Oc2ncc(Br)cc2C(=O)N([C@@H](C)CO)C[C@@H]1C | . | -2.8 | 1.7 | 6.9 | -5.1 | -7.2 | -0.1
Cc1ccc(S(=O)(=O)Nc2ccc3c(c2)C(=O)N([C@@H](C)CO)C[C@@H](C)[C@H](CN(C)C(=O)C2CCCCC2)OCCCC[C@H](C)O3)cc1 | -20.7 | -10.9 | 5.8 | 9.1 | 2.6 | -12.2 | 6.0
O=C(COc1ccc(S(=O)(=O)N2CCCCC2)cc1Cl)N1CCCC1 | 7.4 | -12.2 | 2.2 | -1.7 | 1.6 | -2.1 | 6.7
NC(=O)c1cc([N+](=O)[O-])cc2c1C=Cc1ccccc1O2 | -14.0 | 0.7 | 0.3 | -1.7 | -3.9 | 2.8 | -1.6
COc1ccc(-c2noc(CNC(=O)C(C)Oc3ccccc3)n2)cc1 (configuration not stated) | -5.1 | 13.1 | -2.0 | -6.3 | 2.2 | -10.5 | -7.1
CN1C(=O)c2cc(NC(=O)C3CCOCC3)ccc2OC[C@@H]2O[C@@H](CC(=O)NCc3ccc4c(c3)OCO4)CC[C@@H]21 | -24.0 | 0.5 | -0.4 | -2.1 | 7.0 | -0.8 | -4.4
CO[C@@H]1CN(C)C(=O)c2ccc(NS(=O)(=O)c3ccc(Cl)cc3)cc2OC[C@@H](C)N(C)C[C@@H]1C | -22.4 | 2.1 | -0.9 | 7.2 | 10.5 | . | 16.4
COc1ccc(C2C(=O)NN=C2C)cc1 (configuration not stated) | -5.2 | 9.4 | . | 19.8 | 0.8 | -3.4 | -2.4
C[C@@H]1CN([C@H](C)CO)C(=O)c2cc(NS(=O)(=O)c3ccccc3)ccc2O[C@@H]1CN(C)C(=O)NC1CCCCC1 | -0.5 | -27.7 | 9.1 | -1.1 | 1.1 | -2.9 | 2.0
COc1ccc(N2C(=O)CC(N3CCN(Cc4ccc5c(c4)OCO5)CC3)C2=O)cc1 (configuration not stated) | 3.4 | 0.8 | -1.8 | 7.0 | -1.3 | -1.7 | 8.2
Cc1cccc(Nc2nc(N)c([N+](=O)[O-])c(N3CC(C)OC(C)C3)n2)c1 (configuration not stated) | 11.0 | -1.5 | -1.1 | 4.1 | 2.2 | 10.5 | 8.0
